Bioassay records as filed in PubChem BioAssay.
Furin inh: inhibitors of human furin; 0.061% of 220,000 active; P09958; inhibition, % at 30 µM; purified furin, fluorogenic substrate cleavage; in the data active = inhibition above about 25%; also: inactives centre near -15
Rad51 HR inh: blocks human Rad51 in homologous recombination | AID 1385 | hRad51 DNA strand exchange, fluorescence dequenching | inhibition, % at 10 µM | Q06609 | 0.085% of 200,000 active;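 active = inhibition above 40% at the single screening dose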;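 also: 0% = DMSO control wells and 100% = blanks with heterologous ssDNA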
Target sequence (Q06609 whole entry, looked up): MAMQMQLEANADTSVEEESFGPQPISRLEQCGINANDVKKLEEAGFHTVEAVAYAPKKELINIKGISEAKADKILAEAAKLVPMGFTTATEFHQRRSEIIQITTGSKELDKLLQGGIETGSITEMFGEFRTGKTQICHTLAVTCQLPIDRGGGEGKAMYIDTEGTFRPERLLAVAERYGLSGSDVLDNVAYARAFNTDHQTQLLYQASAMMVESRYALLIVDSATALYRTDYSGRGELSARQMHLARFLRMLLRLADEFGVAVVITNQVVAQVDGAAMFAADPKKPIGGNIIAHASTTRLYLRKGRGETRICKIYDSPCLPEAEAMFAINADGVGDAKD
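Read-out basis: percent inhibition relative to plate controls and blanks / Assay system: human Rad51 nucleoprotein filaments preassembled on unlabelled ssDNA / Timing: filaments 15 min 37 °C, then compound 30 min / Control set: per-plate controls and blanks / Technique: fluorescence dequenching at 485/520 nm / Compound: 10 µM final, single point / Also added: Fluorescein- and BHQ1-tagged 47-mer duplex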
EBV gp42 block: blocks Epstein-Barr virus glycoprotein 42 binding; inhibition, % (tested at 21.74 µM); Fluorescence polarization binding assay, mP read-out; Q1HVG2; 0.42% of 220,000 active; in the data active = inhibition above about 50%
hK5 inh: kallikrein 5 (human) inhibition. Q9Y337. recombinant hK5, fluorogenic AMC substrate cleavage. inhibition, % at 5 µM. 0.59% of 210,000 active. AID 873;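 active = inhibition of 40% or more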;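 also: 0% = enzyme controls without compound and 100% = no-enzyme blanks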
Target sequence (Q9Y337 67-293 limits assumed): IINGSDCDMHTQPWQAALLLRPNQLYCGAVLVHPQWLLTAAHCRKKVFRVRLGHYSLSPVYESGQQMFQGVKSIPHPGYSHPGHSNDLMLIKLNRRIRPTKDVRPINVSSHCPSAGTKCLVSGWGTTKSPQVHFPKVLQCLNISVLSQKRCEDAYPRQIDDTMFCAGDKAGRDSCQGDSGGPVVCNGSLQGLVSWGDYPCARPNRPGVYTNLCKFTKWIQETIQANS
Cl transport mod: modulators of human KCC2 chloride dependent transport; KCC2 cells, thallium flux FluoZin-2 fluorescence; 2.2% of 190,000 active; Q9H2X9; B-score of Tl+ flux slope (higher = more flux/activation; lower = inhibition) at 10 µM; AID 1456;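 active = thallium flux slope and its plate-corrected score both differing from the plate sample mean at a set confidence after two filtering rounds, in either direction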;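 also: slope of fluorescence scaled to starting intensity during 10 to 20 s after thallium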
14-3-3 Bad inh: disrupts binding of bovine 14-3-3 zeta to phospho-Bad peptide. P63103. TR-FRET 14-3-3zeta/Dy647-pBad peptide displacement, 1 h. inhibition, % at 21.7 µM. 0.71% of 220,000 active. AID 781;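 active = inhibition above about 70%, limit read from the data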;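 also: 0% = full 14-3-3 plus peptide FRET controls and 100% = background without 14-3-3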
Thrombin inh: thrombin (human) inhibition; P00734; AID 1046; 0.26% of 220,000 active; alpha-thrombin, Boc-VPR-AMC fluorogenic substrate cleavage; inhibition, % at 5 µM;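 active = inhibition at or above 40%; inactive = inhibition below 40%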;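 also: 0% = enzyme with no compound and 100% = wells without enzyme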
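Material: human alpha-thrombin protein; Also added: Boc-VPR-AMC substrate, 15 µM final; Timing: enzyme reaction carried out at room temperature; Signal: fluorescence, ex 355 nm, em 460 nm; Measure: % inhibition of thrombin; Controls: enzyme without compound as high, wells lacking enzyme as low.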
eIF4E 4G PPI: eIF4E/eIF4G interaction inhibition in translation initiation; 0.37% of 220,000 active; TR-FRET eIF4E-eIF4GI(517-606) binding, 2 h; P63073+Q04637; inhibition, % at 21.7 µM;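 also: 0% = full FRET control wells and 100% = background wells lacking eIF4GI fragment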
p47phox inh: blocks human p47phox regulatory protein of NADPH oxidases | P14598 | p47phox/p22phox peptide binding, fluorescence polarization, 2 h | inhibition, % at 24.7 µM | 0.53% of 220,000 active;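 also: 0% = p47phox with labelled peptide and 100% = labelled peptide alone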
Target sequence (P14598 whole entry, looked up): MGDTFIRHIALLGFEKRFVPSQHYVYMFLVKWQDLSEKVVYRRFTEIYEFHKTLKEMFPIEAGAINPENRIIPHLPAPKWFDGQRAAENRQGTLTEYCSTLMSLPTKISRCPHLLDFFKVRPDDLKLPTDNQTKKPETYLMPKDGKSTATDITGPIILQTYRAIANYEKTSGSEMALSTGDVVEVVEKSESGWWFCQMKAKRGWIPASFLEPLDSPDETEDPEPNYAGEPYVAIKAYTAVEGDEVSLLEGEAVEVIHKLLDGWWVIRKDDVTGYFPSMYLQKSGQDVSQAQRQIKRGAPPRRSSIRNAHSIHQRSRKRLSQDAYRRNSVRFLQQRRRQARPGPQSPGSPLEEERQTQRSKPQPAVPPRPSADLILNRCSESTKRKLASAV
Numbers without * were called inactive; . = no result given; [ ] = dose if it differs, or a comment.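 The calls were made as follows, unless noted: active = inhibition above about 30% (limit read from the data); inactive = the rest.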

Furin inh | Rad51 HR inh | EBV gp42 block | hK5 inh | Cl transport mod | 14-3-3 Bad inh | Thrombin inh | eIF4E 4G PPI | p47phox inh | smiles
-12 | . | -14 | -6 | -1.1 | -4 | -13 | 6 | -15 | O=C(CN1CC[C@@]2(O)CCCC[C@H]2[C@@H]1c1ccc(F)cc1)NCc1ccco1
-14[20 µM] | -1 | 0 | 3 | . | -11 | -2 | -11 | -26 | Cc1cccc(OCc2nc(C#N)c(NCc3ccc4c(c3)OCO4)o2)c1
-12[20 µM] | -4 | -6 | -20 | -0.81 | -7 | 14 | 3 | 3 | Cc1ccc(C)c(-n2nnnc2SCC(=O)Nc2c(C)n(C)n(-c3ccccc3)c2=O)c1
4 | 0 | 2 | -14 | -0.44 | -11 | -3 | 1 | -6 | Cc1ccc(C)c(NC(=S)NCc2ccc3[nH]c4c(c3c2)CCCC4)c1
-23 | 4 | -15 | -10 | 0.52 | -2 | -6 | 20 | -5 | N=C1C(=O)OCC1c1ccccc1NC(=O)CN1CCOCC1 (stereo unspecified)
0 | 3 | 5 | -255 | 1.2 | -6 | -1 | -5 | -6 | O=c1cc(-c2ccccc2)[nH]n1-c1nc2ccccc2[nH]1
-19 | -6 | -18 | -14 | 0.65 | -10[fluorescence artefact?] | -3 | 3 | -13 | CCOc1ccc(Nc2nc3c(c(=O)[nH]2)CCC3)cc1
-23 | 2 | -11 | -13 | -0.77 | -2 | -3 | 10 | -14 | C=CCOc1ccc(C=Nc2ccc(Cl)cc2)c(O)c1
-35 | 5 | -24 | -10 | -0.094 | -2[fluorescence artefact?] | 0 | 14 | -8 | CC(C)(C)NC(=O)c1nc2nc(-c3ccccc3)cc(C(F)(F)F)n2n1
-26 | 0 | -7 | 0 | -0.32 | -5[fluorescence artefact?] | 1 | -1 | -13 | Cc1cccc(N2CN(Cc3ccco3)CNC2=S)c1C
3 | -13 | 2 | -8 | -1.2 | -19 | -6 | 9 | 3 | CC(C)Cn1c(=O)c2c(nc3n2CCCN3CCc2ccccc2)n(C)c1=O
-27 | 5 | -23 | -4 | 1.3 | 0[fluorescence artefact?] | 4 | -4[fluorescence artefact?] | -11 | Brc1cccc(-c2nnc3sc(CN4CCC5(CC4)OCCO5)cn23)c1
-44 | . | -11 | . | 0.19 | 3 | 4 | 2 | . | Cc1nn(CC(=O)NC2C(=O)N3C(C(=O)O)=C(CSc4nnnn4C)CSC23)cc1Br (stereo unspecified)
-11[20 µM] | . | -3 | -21 | -0.83 | 2 | 2 | -4 | -30 | Cc1cc(C(=O)CN2C(=O)c3cccc(N)c3C2=O)c(C)n1Cc1cccs1
-25 | 7 | 1 | -6 | 0.7 | -8[fluorescence artefact?] | -7 | 12 | -4 | O=C(CCc1nc2ccccc2c(=O)[nH]1)Nc1ccc(F)cc1
-5[20 µM] | 6 | -22 | -19 | 0.57 | -4 | 3 | 3 | -14 | CC1=C(C(=O)Nc2ccccc2)C(c2ccc(C(C)C)cc2)N2C(=O)CSC2=N1 (stereo unspecified)
-16 | 0 | -9 | -12 | 33* | -4 | -7 | 18 | 2 | CC(C)CNC(=S)NC(=O)c1ccc(Cl)cc1
-11[20 µM] | 1 | -22 | -2 | -1.1 | -1 | 0 | 2 | -7 | C=CCn1c(SCC(=O)NC(=O)NC2CCCC2)nnc1C1CCCCC1
-9 | -19 | -10 | -4 | 0.81 | -15 | -8 | 0 | -17 | CCCS(=O)(=O)c1c(S(=O)(=O)CCC)c2ccc(C(N)=O)cn2c1C(=O)c1ccc(F)cc1
-5[20 µM] | 10 | -8 | -4 | 0.64 | -4 | -2 | 9 | -5 | Cc1noc(C)c1C(=O)Nc1ccc(F)cc1F

Looked up above.
`Cc1ccc(C)c(NC(=S)NCc2ccc3[nH]c4c(c3c2)CCCC4)c1` in Cl transport mod = -0.44
`Cc1cccc(N2CN(Cc3ccco3)CNC2=S)c1C` in hK5 inh = 0

Among those listed so far, these have two or more sulfur atoms:
Furin inh | Rad51 HR inh | EBV gp42 block | hK5 inh | Cl transport mod | 14-3-3 Bad inh | Thrombin inh | eIF4E 4G PPI | p47phox inh | smiles
-44 | . | -11 | . | 0.19 | 3 | 4 | 2 | . | Cc1nn(CC(=O)NC2C(=O)N3C(C(=O)O)=C(CSc4nnnn4C)CSC23)cc1Br (stereo unspecified)
-9 | -19 | -10 | -4 | 0.81 | -15 | -8 | 0 | -17 | CCCS(=O)(=O)c1c(S(=O)(=O)CCC)c2ccc(C(N)=O)cn2c1C(=O)c1ccc(F)cc1

Going on with the list:
Furin inh | Rad51 HR inh | EBV gp42 block | hK5 inh | Cl transport mod | 14-3-3 Bad inh | Thrombin inh | eIF4E 4G PPI | p47phox inh | smiles
-22 | 5 | 5 | 4 | -0.18 | -12 | 1 | -2 | 5 | O=C(NCc1nc2ccccc2[nH]1)C1=C[C@H](C2CCCCC2)C[C@H](OCc2ccc(CO)cc2)O1
-10 | 12 | -7 | -9 | -0.97 | -1 | 4 | -1 | -4 | COc1cccc(C2CC(c3ccc(Br)cc3)=NN2C(=O)c2ccncc2)c1OC (stereo unspecified)
-28 | -2 | -10 | 5 | 0.034 | -20 | -6 | -3 | -9 | NC(=O)COC(=O)c1ccc(Cl)c(S(=O)(=O)N2CCCCCC2)c1
5 | -4 | -2 | 1 | 0.19 | 9[fluorescence artefact?] | -3 | 0[fluorescence artefact?] | 0 | Clc1cccc(-c2ccc(/C=N/n3cnnc3)o2)c1
-21[20 µM] | -3 | -4 | -6 | . | 6 | -4 | -1 | -11 | CN1CCC(=NNC(=O)C(=O)NCc2ccccc2)CC1
-23 | 3 | -8 | 3 | -0.068 | -1 | 0 | 0 | -3 | CCN(CC)C(=O)Cc1c(O)c2ccccc2[nH]c1=O
-7 | -8 | 8 | 24 | 1.4 | 20 | -3 | 1 | -16 | FC(F)(F)c1ccc(Oc2ccc3ccccc3c2Br)nc1
-14 | 16 | -4 | 6 | 0.26 | -5 | 1 | 4 | -6 | CC1(C)C(N(O)C(=O)Nc2ccccc2)N(c2cccc(Cl)c2)C(=O)N1O (stereo unspecified)
-12[20 µM] | -1 | -9 | 0 | -0.35 | -15 | -3 | -6 | -6 | COCCn1c(CN2CCC(Cc3ccccc3)CC2)nc2c1c(=O)n(C)c(=O)n2C
-3 | 7 | 9 | -16 | -0.28 | -10 | -9 | -4[fluorescence artefact?] | -1 | Cc1ccc(C)c(S(=O)(=O)N/N=C/c2cccnc2)c1
-17 | . | -17 | 2 | -2.2 | -11[fluorescence artefact?] | 3 | -1 | -17 | Cc1ccc(C(O)(C(=O)NNS(=O)(=O)c2ccc(C)cc2)c2ccc(C)cc2)cc1
-8 | 2 | 0 | -9 | -1.3 | -8 | -7 | -2 | -19 | Cc1ccc(-c2cc(-c3ccco3)c3c(N)c(C(=O)NN)oc3n2)cc1
-6 | . | 1 | -13 | 1.3 | -3[fluorescence artefact?] | -6 | -4 | -6 | COc1cccc(OC)c1C(=O)NC(=S)Nc1ccc2c(c1)C(=O)N(C)C2=O
-11 | -6 | -9 | -2 | . | 21 | -8 | 12 | 0 | CCn1cc(C(=O)NCCOC)c(=O)c2ccc(C)nc21
-8 | 5 | -8 | -11 | -0.75 | -2 | 1 | 2 | -8 | O=C(Nc1ccc(F)cc1)Nc1ccc(Cl)cn1
-30 | 1 | 5 | 6 | -2.3 | -24 | -9 | 0 | -9 | COc1cccc(NC(=S)N(CCCN2CCOCC2)C(C)c2cc3ccccc3o2)c1 (stereo unspecified)
-24[20 µM] | -5 | 5 | -22 | . | 9 | -16 | 7 | -1 | Cc1noc2ncnc(Sc3ccccc3Cl)c12
1 | 1 | -4 | -17 | -1.2 | -9 | -11 | -6 | 1 | COc1ccccc1NC(=O)c1ccc(NS(=O)(=O)c2ccc(F)c(F)c2F)cc1
-15[20 µM] | -4 | -14 | 0 | -0.058 | 36 | -1 | 2 | 14 | O=C(Cn1c(-c2cscn2)nc2ccccc21)Nc1ccc2ccccc2c1
-27 | 3 | -6 | -11 | . | 4 | 1 | 2[fluorescence artefact?] | -1 | COc1cccc(C2CC(=O)N3CN(c4cccc(Cl)c4C)CSC3=C2C#N)c1OC (stereo unspecified)
-30 | -9 | -6 | -8 | 0.15 | -5 | -4 | 5 | -9 | Cc1cc(C)cc(NC(=O)C2CCCN(c3nc(C)cc(C)n3)C2)c1 (stereo unspecified)
-7 | -8 | -16 | -7 | 0.14 | 2 | 2 | -8 | -12 | CC1(C)CC(=O)c2sc(NC(=O)C3COc4ccccc4O3)nc2C1 (stereo unspecified)
-12 | -2 | -11 | -49 | . | 13 | 2 | 1 | -10 | Cc1oc2c(CN3CCOCC3)c(O)ccc2c(=O)c1-c1ccccc1
-7 | -19 | -18 | 31 | -0.56 | 8 | 6 | 2 | -14 | COc1ccccc1-n1c(C)nc2cc(C(=O)NCCN3CCOCC3)ccc21
-6 | -16 | 3 | 18 | 55* | -1 | 6 | -3 | -4 | Cc1ccc(NC(=S)NC(=O)c2ccc(Br)o2)c(C)c1
-18 | 12 | -20 | 3 | -0.12 | -8 | 5 | -2 | -8 | CCOc1ccccc1CN1CCN(Cc2ccc(C)o2)C(CCO)C1 (stereo unspecified)
-21 | 1 | 8 | 1 | -0.059 | 2 | -9 | 1 | 4 | CCN(CC)C(=O)CN(C#N)c1nc(Cl)nc(N(C)C)n1
-13 | 4 | -7 | -2 | 0.6 | -1 | -8 | -1 | -3 | CCN(CC)C(=O)C(=O)N/N=C/c1ccc(F)cc1
-10 | -1 | -3 | 2 | 1.1 | -6 | 2 | 3 | -16 | O=P(O)(CN1CCCCCC1)C1Cc2ccccc2C1
-15 | . | -10 | -1 | -2.1 | -10 | -5 | 1 | -10 | COC(=O)C1=C(N)Oc2cc(C)[nH]c(=O)c2C1c1ccc(Cl)cc1 (stereo unspecified)
4 | . | -18 | 3 | -0.1 | -4 | -1 | 3 | 4 | CC(C)(C)NC(=O)c1cccc(NC(=O)Cc2cccs2)c1
-18 | 19 | -15 | -4 | . | 1 | 0 | 1 | -6 | CC(=O)Oc1c(C)c(OC(C)=O)c2c(c1C(C)=O)OC1CC(=O)C(C(C)=O)=C(O)C21C (stereo unspecified)
-23 | 5 | -10 | -12 | 0.29 | 8 | 3 | 0 | -13 | COC(=O)c1c(NC(=O)C2CC(=O)NN2Cc2ccccc2)sc(C)c1C (stereo unspecified)
-13 | . | -9 | -6 | -1.8 | -1 | 2 | 8 | -13 | O=C(CCc1ccc(Oc2cc([N+](=O)[O-])cc([N+](=O)[O-])c2)cc1)N1CCCCCC1
-14 | -8 | 1 | -5 | 0.42 | -10 | -2 | -2 | -12 | CC(C)(C)OC(=O)[C@H](Cc1ccccc1)NC(=O)c1[nH]cnc1C(=O)Nc1cccc(Cl)c1
-25 | 3 | -13 | -8 | -2.3 | -12 | -4 | -3 | -37 | CCOc1ccc(CN(C)CC(=O)Nc2ccc(N3CCOCC3)cc2)cc1OC
-22 | 3 | 2 | -3 | -0.07 | 2 | -7 | -1 | -2 | O=C(NC(=S)Nc1cc(S(=O)(=O)N2CCOCC2)ccc1N1CCOCC1)c1ccco1
-28 | -12 | -11 | 0 | 0.63 | -15 | -4 | 4 | -7 | Cc1cc(-c2ccccc2)nc(N(C)NC(=O)C2CC2)c1S(C)(=O)=O
-24 | 8 | -18 | -3 | -0.88 | -1 | 1 | 8 | 20 | COc1ccc(NC(=O)c2coc3ccccc23)cc1OC

Rows are unselected. About 4.7% of those tested had a hit in this group.
